mHTT-CaM PPI inh – mutant huntingtin-calmodulin interaction inhibitors – biochemical, AlphaScreen, primary screen; P42858; AlphaScreen His-mHTT/GST-CaM binding, luminescence; inhibition, % at 15 µM; hit rate 3.6% among 190,000; AID 1671202, 2021;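 also: 0% = both proteins with DMSO and 100% = one protein alone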
Pf apPOL block – Pf-apPOL inhibitors, biochemical, fluorescence; Plasmodium falciparum apicoplast DNA polymerase (apPOL); Recombinant Pf-apPOL, molecular beacon fluorescence, 1.5 h; inhibition, % at 10 µM; hit rate 0.25% among 210,000
* = called active by the depositor; . = not tested or not shown; & = joins results of further samples. Rule as the data show it: active = inhibition above about 50%; inactive = the rest.

SMILES	mHTT-CaM PPI inh	Pf apPOL block
COc1ccccc1C1C(=C(O)c2ccccc2)C(=O)C(=O)N1CC1CCCO1 (centres undefined)	0.9	-5.2
COC(=O)c1ccc(NC(=O)Cc2csc(-n3cccc3)n2)cc1	2.6	0.7
Cc1ccccc1C(=O)Nc1c2c(nn1-c1ccc(F)cc1)CS(=O)C2 (centres undefined)	6.0	-3.4
COc1ccc(OC)c(C=C2SC(=S)N(C(C(=O)O)C(C)C)C2=O)c1 (centres undefined)	51.1*	-38.5
Nc1nc2ccccc2n1CCOc1ccc(Cl)cc1Cl	74.8*	-2.9
O=c1c(NC2CCCCC2)nc2ccncc2n1Cc1ccccc1	-3.9	-1.2
O=C(NCc1cccc(CNC(=O)C(=O)NCC2CCCO2)c1)C(=O)NCC1CCCO1 (centres undefined)	0.3	-3.2
CC(Sc1nc2c(c(=O)n(C)c(=O)n2C)n1Cc1cccc(C(F)(F)F)c1)C(=O)O (centres undefined)	2.0	8.8
CCOc1cc(C=C2C(=O)c3ccccc3C2=O)cc(Br)c1O	66.0*	-4.4
CCSc1nc(N)c(C#N)c(-c2ccc(C(C)C)cc2)c1C#N	13.9	-12.4
Cc1cccc(-c2noc(Cn3ccnc3)n2)c1	0.2	-2.0
CCOC(=O)C(C)Oc1ccc2c(=O)c(Oc3cccc(OC)c3)coc2c1 (centres undefined)	-2.8	-5.2
CN(CC(C)(C)C)CC12CC3CC(CC(C3)C1)C2	-1.6	-1.1
Cc1cccc(NC(=O)C2C(C=C(Cl)Cl)C2(C)C)c1 (centres undefined)	-36.0	6.0
CCOC(=O)C1=C(C)N2CCN=C2S1	.	7.1
CCn1cc(CNC(=O)Nc2ccc(Cl)cc2)c(C)n1	-4.3	0.6
Cc1c(C(=O)Nc2sc3c(c2C(N)=O)CCCC3)cccc1[N+](=O)[O-]	7.0	-0.3
O=C1OC(/C=C/c2ccc(Cl)cc2Cl)=NC/1=C\c1ccc([N+](=O)[O-])cc1	7.0	-4.9
Cc1ccc(C)c(NC(=O)c2cc(S(=O)(=O)N3CCc4ccccc4C3)ccc2F)c1	3.0	36.4
Cn1c(=O)c2c(ncn2CC(=O)N2CCN(c3ccccc3F)CC2)n(C)c1=O	-2.7	-9.1
COc1cccc(C2C3=C(CCCC3=O)NC3=C2C(=O)CCC3)c1OC	-0.1	-3.4
COc1ccc(COCC(O)CN2CCCCC2)cc1OC (centres undefined)	-2.8&-7.8	-2.3&-11.6
CC1=C(C#N)C(=O)NC(=O)/C1=C\c1ccc(-c2cc(Cl)cc(Cl)c2)o1	8.0	-6.0
COc1ccc(CN2CCN(Cc3ccc([N+](=O)[O-])cc3)CC2)cc1OC	2.9	-1.1
COc1ccc(NC(=NS(=O)(=O)c2ccccc2)c2ccccc2F)cc1	-4.0	8.9
Later entries:
SMILES	mHTT-CaM PPI inh	Pf apPOL block
COc1ccc(-c2cc(C(F)(F)F)n3ncc(C(=O)N(C)CCC#N)c3n2)cc1OC	1.0	-3.2
O=C(c1cccc(Cl)c1)n1nnc2ccccc21	-5.0	-0.9
Cc1cc(C(=O)NC2CC(=O)N(Cc3ccccc3)C2)n[nH]1 (centres undefined)	-8.7	-6.4
Cc1nc2c(c(=O)n1CC(=O)NC(C)CCc1ccccc1)CN(Cc1ccccc1)CC2 (centres undefined)	9.9	0.8
COc1ccc(N(C(C)C(=O)Nc2ccccc2C(=O)NC2CCCCC2)S(C)(=O)=O)cc1 (centres undefined)	8.5	-6.0
CC1(C)CC(=O)C2=C(C1)N(c1ccccc1C#N)C(N)=C(C#N)C2c1ccsc1 (centres undefined)	27.0	-2.8
Cc1cc(C(=O)Nc2ccc3c(c2)OCCO3)c(C)o1	.	5.0
CC(=O)Nc1ccc(N2C(=O)CSC2c2ccc([N+](=O)[O-])cc2)cc1 (centres undefined)	0.0	-5.4
COC(=O)c1cn(Cc2cc(OC)ccc2OC)cc(F)c1=O	.	-10.4
COCCCNC(=O)C1CCN(c2ncccc2S(=O)(=O)N2CCOCC2)CC1	4.1	0.3
O=C(/C=C/c1ccccc1)NC(Nc1cccnc1)C(Cl)(Cl)Cl (centres undefined)	31.0	-0.5
O=C(NCCCO)c1ccc(CSc2nc3ccccc3c(=O)[nH]2)cc1	-3.4	-9.5
CCOc1ccc(C2=C/C(=C/c3ccc(C)c(OC)c3)C(=O)O2)cc1	-14.0	3.1
O=S(=O)(Nn1cnnc1)c1ccc2c(c1)OCCO2	18.6	4.1
O=C1c2ccccc2S(=O)(=O)N1CC(O)Cn1c2ccc(Br)cc2c2cc(Br)ccc21 (centres undefined)	-0.6	.
Cc1ccc(C)c(CNC(=O)c2ccc3c(c2)nc2n3CCN(C(C)C)C2=O)c1	-12.0	2.8
CC1CCCN(c2nccn3c(=O)n(CC(=O)Nc4ccc5c(c4)OCO5)nc23)C1 (centres undefined)	4.2	-9.0
O=C(Nc1cc(C(F)(F)F)ccc1Cl)c1noc2c1CCC2	-22.8	-3.9
Cc1cccc(NC(=O)CCS(=O)(=O)c2cccs2)c1C	-3.0	-2.7
N#C/C(=C\c1ccc(F)cc1)c1ccc([N+](=O)[O-])cc1	16.2	2.1
O=C(c1ccc(F)cc1)N1CCC(CCNS(=O)(=O)c2cccc3nsnc23)CC1	42.5	-1.2
O=S(=O)(Nc1cc(C(F)(F)F)cc(C(F)(F)F)c1)c1ccc(Cl)s1	.	5.2
C=CCn1c(=N)c(C(=O)NCc2ccco2)cc2c(=O)n3cc(C)ccc3nc21	1.0	-6.1
C#CCOc1ccc(C2CC(=O)Nc3n[nH]c(-c4ccccc4)c32)cc1 (centres undefined)	22.9	0.9
Cc1ccc(C(=O)N2CCC(CC(=O)NC3CCCCC3)CC2)cc1	-1.5	-1.3

Part of the list above, reformatted:
COc1ccc(N(C(C)C(=O)Nc2ccccc2C(=O)NC2CCCCC2)S(C)(=O)=O)cc1 (centres undefined)
  mHTT-CaM PPI inh: 8.5	Pf apPOL block: -6.0

Cc1nc2c(c(=O)n1CC(=O)NC(C)CCc1ccccc1)CN(Cc1ccccc1)CC2 (centres undefined)
  mHTT-CaM PPI inh: 9.9	Pf apPOL block: 0.8

O=C(/C=C/c1ccccc1)NC(Nc1cccnc1)C(Cl)(Cl)Cl (centres undefined)
  mHTT-CaM PPI inh: 31.0	Pf apPOL block: -0.5

The list continues:
SMILES	mHTT-CaM PPI inh	Pf apPOL block
O=C(O)C1C2C=CC(C2)C1C(=O)NCCCn1ccnc1 (centres undefined)	-3.8	3.5
Cc1ccc(CSCc2ccc(C(=O)NCc3ccccn3)o2)cc1	32.0	-23.8
CC(=O)N1CCN(c2ccc([N+](=O)[O-])c(NC(C)C34CC5CC(CC(C5)C3)C4)c2)CC1 (centres undefined)	14.7	-16.7
CC(C)(C)N=C1Nc2ncccc2NC12CCN(C(=O)c1cc(-c3cccs3)[nH]n1)CC2	56.5*	-3.4
CN1C(=O)C(O)(CC(=O)c2ccc(Cl)cc2)c2ccccc21 (centres undefined)	-2.0	-7.5
COc1ccc(C2C(C(=O)Nc3cnc4ccccc4c3)CC(=O)N2c2ccc(OC)cc2)cc1 (centres undefined)	10.0	1.4
Cc1nc2sc(-c3ccccc3)cc2c2nnc(-c3ccccc3)n12	32.0	-1.4
CCCCCCNC(=O)C1CCCN(c2ncc(-c3ccc(F)cc3)cn2)C1 (centres undefined)	-0.1	4.3
O=C(Nc1ccc(Cl)cc1)/C(=C1\Nc2ccc([N+](=O)[O-])cc2N1)[N+](=O)[O-]	5.0	0.8
COc1ccccc1Cc1nc(-c2nonc2N)no1	6.0	-3.9
CCCCOc1ccc(-c2nc(C=Nc3cccc([N+](=O)[O-])c3)c(O)o2)cc1	14.0	-8.1
O=C(Nc1ccc(S(=O)(=O)Nc2nccs2)cc1)c1cc(Cl)sc1Cl	40.3	-7.8
Cc1ccc(-n2c(=O)n(CC(=O)NC(C)C)c3cccnc32)cc1	-1.8	0.8
Cc1nn(Cc2ccc(C(=O)Sc3ccc(C(F)(F)F)cn3)o2)c(C)c1Br	.	-9.8
CCc1ccc(NC(=O)N2CCCC2c2nc(-c3ccc(F)cc3F)no2)cc1 (centres undefined)	-6.0	-1.9
O=C(O)c1cn(-c2ccccc2)nc1-c1cccnc1	-3.0	-1.1
CCC(c1ccccc1)c1nc(-c2ccc3nnn(C)c3c2)no1 (centres undefined)	-20.7	-8.9
Cc1ccc(Oc2cc(C)nc(-c3ccccc3O)n2)cc1	-75.0	0.9
O=C(NCCn1ncccc1=O)C1CCN(c2ccc(-c3ccco3)nn2)CC1	-11.1	-10.1
COc1ccc(C(=O)/C=C(\C)NCc2ccc(F)cc2)cc1	-6.6	-3.3
Cc1ccccc1NC(=O)c1ccc(C)c(S(=O)(=O)Nc2cccc([N+](=O)[O-])c2)c1	1.2	25.5
CC1(C)CC(=O)C=C(Sc2ccc(C#N)cc2[N+](=O)[O-])S1	.	-5.7
CCC(Oc1ccc(C)c(C)c1)C(=O)O (centres undefined)	0.6	-7.2
CC(C)c1nc2c(c3c1[nH]c1ccccc13)C(=O)CC(C)(C)C2	-57.0	-0.3
O=C(Cc1ccc(Br)cc1)NC1CCCCC1	-4.3	-4.5

A second format for 3 compounds above.
Cc1ccc(-n2c(=O)n(CC(=O)NC(C)C)c3cccnc32)cc1
- mHTT-CaM PPI inh: -1.8
- Pf apPOL block: 0.8

Cc1nn(Cc2ccc(C(=O)Sc3ccc(C(F)(F)F)cn3)o2)c(C)c1Br
- mHTT-CaM PPI inh: .
- Pf apPOL block: -9.8

CCc1ccc(NC(=O)N2CCCC2c2nc(-c3ccc(F)cc3F)no2)cc1 (centres undefined)
- mHTT-CaM PPI inh: -6.0
- Pf apPOL block: -1.9

(listing goes on)
SMILES	mHTT-CaM PPI inh	Pf apPOL block
O=C(Cc1ccccc1F)N1CC(n2cc(COc3ccccc3)nn2)C1	-4.6	1.8
COc1ccccc1N(CC(=O)Nc1ccc2c(c1)OCO2)S(=O)(=O)c1ccc(C)cc1	19.0	-16.5
COc1cc2c(cc1OC)C1CN3CCc4cc(OC)c(OC)cc4C3CN1CC2 (centres undefined)	-0.1	-5.6
Cc1ccc(NC(=O)CCC2CCN(c3cc(NC4CC4)ncn3)CC2)cc1	4.3	-5.3
COc1cccc(CNC2CCN(c3ccc(C(=O)NC4CC4)cn3)C2)c1O (centres undefined)	3.9	0.6
COc1ccc(-c2cc3n(n2)CCCN(C(=O)Cc2cccs2)C3)cc1OC	30.9	29.0
Cc1ccc(-n2c(=O)c3sccc3n(CC(=O)NC3CCCC3)c2=O)cc1	-4.0	0.8
O=C(CSc1nc2[nH]ncc2c(=O)n1-c1ccc(Cl)cc1)Nc1ccc(Cl)cc1	31.0	3.9
Nc1cc(F)c(C(F)(F)F)c(F)c1	-4.6	.
NC(=O)c1ccc(Nc2ncnc3nc[nH]c23)cc1	-2.6	2.1
Cc1cc(C(=O)N2CCN(Cc3c(C)noc3C)CC2)c(C)o1	-6.5	-5.5
Cn1c(NC(=O)c2ccc(Cl)cc2)cc(=O)n(C)c1=O	-13.3	-3.6
Cc1ccc(C)c(NC(=O)CS(=O)(=O)c2cn(Cc3cccc(F)c3)c3ccccc23)c1	28.0	3.6
CC[C@H]1C(=O)[C@@H](Cc2ccccc2)[C@@H]2CCN3C(=O)CCC[C@H]1[C@H]23	3.3	-4.2
CCCN(c1nc(C)cc(OC)n1)S(=O)(=O)c1ccccc1	-24.0	0.8
COC(=O)c1ccc(-c2csc(NC(=O)c3ccc(Br)o3)n2)cc1	-1.3	-0.3
COc1ccc(Cn2cc(CN3[C@@H](C)COc4cc(Br)ccc4S3(=O)=O)nn2)cc1	-16.6	-4.3
O=C(NC1CCCC1)c1ccccc1C(=O)NC1CCCC1	-2.2	0.9
O=C(Nc1c2c(nn1-c1cccc(Cl)c1)CS(=O)C2)c1ccccc1Br (centres undefined)	0.0	-2.7
Cc1c(NC(=O)c2ccc(-c3ccc([N+](=O)[O-])cc3)o2)cccc1-c1nc2ncccc2o1	3.0	-3.3
CCOc1ccc(C=Nc2c(C)n(C)n(-c3ccccc3)c2=O)cc1	4.0	-1.8
O=C(Nc1cc(F)cc(F)c1)c1ccc(N2CCC3(CC2)OCCO3)c([N+](=O)[O-])c1	22.0	-5.9
CC1CCCC(NC(=O)C2CCC(CNS(=O)(=O)c3ccccc3)CC2)C1C (centres undefined)	5.0	-13.9
O=S(=O)(c1ccc2c(c1)CCC2)N1CCC(CN2CCCCCC2)CC1	-0.7	1.3
CC1CN(Cc2c(O)ccc3c4c(c(=O)oc23)CCC4)CC(C)O1 (centres undefined)	1.0	0.7
The list continues:
SMILES	mHTT-CaM PPI inh	Pf apPOL block
Cc1cc(C2CCCN2C(=O)NCCc2ccccc2)no1 (centres undefined)	-3.2	-0.8
OC(CN1CCN(c2ccccc2F)CC1)c1ccc(Cl)cc1 (centres undefined)	-5.0	0.2
O=C(NCCN1CCCCCC1)c1cc2n(n1)CCCN(Cc1ccc(F)cc1)C2=O	40.5	-2.5
COc1ccc(-c2nn(-c3ccccc3)cc2C(=O)Nc2nccs2)cc1	9.0	-6.1
O=S(=O)(c1ccccc1)N1CCN(Cc2ccc(Cl)cc2)CC1	-4.6	-0.9
COc1ccc(Cl)cc1C(=O)N(CC1CCOC1)C1CC1 (centres undefined)	-4.3	-1.7
CNc1cnn(-c2ccccc2)c(=O)c1Cl	-2.3	-1.1
O=C(NCC1CCCO1)N1CCCn2cc(-c3ccccc3)nc21 (centres undefined)	41.2	-0.4
CCOC(=O)Oc1ccc2c(=O)c(Oc3ccc(CC)cc3)coc2c1	9.0	1.2
O=C(C1CCN(CC2CCCCC2)CC1)N1CCc2ccccc2C1	-3.5	2.5

Screening data as filed in PubChem.
